NCI-60 one-dose screen, 48 h, at 10 µM unless noted. Numbers give growth in % (100 = growth as untreated, 0 = no growth, -100 = all killed).
HCT-15: HCT-15 colon cancer. 5.2% of 82,000 active
NCI-H226: NCI-H226 lung cancer. 3.5% of 79,000 active. AID 1794732
NCI-H23: NCI-H23 lung cancer; 4% of 80,000 active; AID 1794731
NCI-H322M: NCI-H322M lung cancer; 2.7% of 80,000 active; AID 1794733
NCI-H460: NCI-H460 lung cancer; 6.8% of 82,000 active
COLO 205: COLO 205 colon cancer | 7.3% of 79,000 active | AID 1794742
HCT-116: HCT-116 colon cancer. 7.3% of 82,000 active
NCI-H522: NCI-H522 lung cancer | 8% of 78,000 active | AID 1794739
NCI/ADR-RES: NCI/ADR-RES ovarian cells | 4.4% of 81,000 active | AID 1794790
The depositor's hits bear a star; . = not tested or not shown; [ ] = remark or other dose. How the source made its calls: active means growth percent below 10; inactive means the rest.

SMILES | HCT-15 | NCI-H226 | NCI-H23 | NCI-H322M | NCI-H460 | COLO 205 | HCT-116 | NCI-H522 | NCI/ADR-RES
CSc1nc(-c2ccco2)c(C#N)c(-n2nc(C)cc2C)n1 | 100 | 106 | 93 | 95 | 111 | 121 | 105 | 85 | 95
CC(=O)Oc1c[nH]c2ccccc12 | 95 | 94 | 87 | 93 | 93 | 92 | 93 | 86 | 86
COc1cc(C(C)n2cc(-c3ccccc3)nn2)ccc1OC1CCCC1 (stereo not given) | 62 | . | 45 | 78 | 74 | 92 | 52 | 51 | 45
CCOC(=O)c1ccc(NC(=O)CS(=O)(=O)c2ccc(C)cc2)cc1 | 99 | 88 | 99 | 103 | 107 | 113 | 102 | 88 | 94
N#CCCN(CCO)CCO | 94 | 98 | 100 | 100 | 111 | 113 | 106 | 77 | 105
CC1CCN(CCCCOc2ccc(-c3ccc(C#N)cc3)cc2)CC1 | 44 | 86 | 79 | 94 | 87 | 69 | 63 | 61 | 86
Nc1nc(=S)ss1 | 92 | 103 | 99 | 100 | 110 | 112 | 97 | 94 | 104
COc1c(C2CC(=O)Nc3c2c(C)nn3-c2nc3ccccc3[nH]2)cc2c(c1OC)OCO2 (stereo not given) | 37 | 76 | 48 | 78 | 36 | 84 | 29 | 53 | 40
CC(C)(C)C(=O)N1CC(=O)N2c3ccccc3C(=O)C3C=CC2(C1)O3 (stereo not given) | 106 | 112 | 103 | 105 | 112 | 123 | 94 | 93 | 96
CCCNc1nnc(COc2ccc(CNC(=O)CCCC/C=C/C(C)C)cc2OC)o1 | 97 | 84 | 93 | 91 | 102 | 113 | 96 | 84 | 95
COC(=O)c1ccc2c(c1)C(=O)N(Cc1ccc(S(N)(=O)=O)cc1)C2=O | 101 | 91 | 100 | 99 | 106 | 108 | 104 | 90 | 97
N#Cc1c(N2CCOCC2)nc2sc3cccc(Cl)c3n2c1=N | 102 | 85 | 91 | 92 | 100 | 92 | 101 | 87 | 100
COc1ccc(-c2nnc(/N=C3/C(=O)Nc4ccc(Br)cc43)o2)cc1 | 91 | 101 | 95 | 94 | 101 | 105 | 101 | 99 | 102
N=C(N)c1ccc(-c2ccc(-c3ccc(Cl)cc3)s2)s1 | -85* | -53* | -70* | -75* | -66* | . | -98* | -2.4* | -47*
CC(c1ccccc1)C(C(=O)c1ccccc1)c1ccccc1 (stereo not given) | 107 | 74 | 85 | 103 | 88 | 112 | 74 | 68 | 80
Cc1cc(=O)oc2cc(OCC(O)CNN3C(=O)c4cccc5c(NCc6ccccc6)ccc(c45)C3=O)ccc12 (stereo not given) | 96 | 91 | 93 | 97 | 107 | 107 | 105 | 89 | 90
COc1ccc2c(c1)C(=O)C1(CC2)OC1c1cccnc1 (stereo not given) | 100 | . | 106 | 113 | 95 | 139 | 94 | 95 | 110
NC(N)=NN=C1c2ccccc2-c2ccccc21 | 99 | 92 | 94 | 99 | 97 | 95 | 97 | 108 | 108
CC1(C)[C@H](C(=O)O)CC[C@]1(C)C(=O)O | 97 | 100 | 102 | 92 | 99 | 114 | 83 | 96 | 94
CC[N+](CC)(CC(=O)NC)Cc1ccc([N+](=O)[O-])cc1 | 102 | 113 | 105 | 109 | 112 | 96 | 97 | 77 | 110
NCCCC(C(=O)O)(c1ccccc1)c1ccccc1 | 98 | 93 | 100 | 98 | 104 | 96 | 95 | 78 | 106
C[C@@H](CO)OCOCc1ccccc1 | 105 | 98 | 101 | 107 | 100 | 104 | 90 | 100 | 105
O=C1NCC(c2cc3ccc(Cl)cc3[nH]c2=O)Nc2ccccc21 (stereo not given) | 103 | 80 | 94 | 98 | 104 | 95 | 88 | 64 | 99
COC(=O)C1=NN(c2ccccc2)C2=CNc3c(C)cccc3N21 | 98 | 74 | 83 | 88 | 89 | 83 | 87 | 57 | 93
COc1ccc(CCNc2ncnc3c2ncn3[C@H]2CC3C(CO)C2C[C@@H]3Cl)cc1 (stereo not given in full) | 96 | 102 | 102 | 89 | 106 | 113 | 100 | 57 | 86
O=C(O)c1cocc1C(=O)O | 106 | 107 | 100 | 106 | 111 | 107 | 117 | 81 | 103
C#CCOc1ccc2ncnc(NCc3cccc(NC(=O)CCl)c3)c2c1 | 23[8.25 µM] | 25[8.25 µM] | 37[8.25 µM] | 82[8.25 µM] | 28[8.25 µM] | 54[8.25 µM] | 15[8.25 µM] | -63*[8.25 µM] | 78[8.25 µM]
CCC(C)N(CCNc1cc(OC)cc2cccnc12)CC(C)C (stereo not given) | 72 | 93 | 86 | 95 | 98 | 97 | 67 | 83 | 83
O=C(N/C(=C\c1ccc(/C=C(\NC(=O)c2ccccc2)C(=O)N2CCCCC2)cc1)C(=O)N1CCCCC1)c1ccccc1 | 103 | 105 | 104 | 99 | 119 | 112 | 99 | 95 | 105
CCOc1cccc2cc(C(=O)CSc3nc4ccccc4c(=O)n3-c3ccccc3)c(=O)oc12 | 93 | 86 | 98 | 90 | 94 | 96 | 79 | 63 | 91
CC1(C)CC[C@]2(C(=O)O)CC[C@]3(C)C(=CCC4[C@@]5(C)C[C@@H](O)[C@@H]6OC(c7ccc([N+](=O)[O-])cc7)OC[C@@]6(C)C5CC[C@]43C)C2C1 (stereo not given in full) | 80 | 93 | 98 | 90 | 97 | 99 | 81 | 98 | 95
CC1COc2c(N3CCN(C)CC3)c(F)cc3c(=O)c(C(=O)N/N=C/c4cc[nH]c4)cn1c23 (stereo not given) | 47 | 50 | 41 | 66 | 0.5* | 54 | -80* | 14 | 94
Cc1ccc(C(C)(C)O)cc1 | 99 | 103 | 101 | 89 | 105 | 104 | 102 | 86 | 104
O=c1oc2cc(NCCO)ccc2cc1-c1nc2ccccc2[nH]1 | 27 | 70 | 67 | 70 | 91 | 92 | 38 | 76 | 76
N=c1c2cc(-c3ccccc3)oc2ncn1NC(=O)c1cccnc1 | 96 | 96 | 99 | 100 | 106 | 103 | 98 | 90 | 101
COc1ccc(-c2nnc(/C=C/c3cn(-c4ccccc4)nc3-c3ccccc3)o2)cc1 | 86 | 94 | 95 | 98 | 51 | 95 | 41 | 82 | 87
c1ccc2c(Nc3cccc4ccccc34)cccc2c1 | 35 | 72 | 73 | 103 | 43 | 58 | 30 | 46 | 30
N#CCCCc1cn(-c2ncc(-c3ccc(C(F)(F)F)cc3)c(NC3CCCCCC3)n2)nn1 | 90 | 91 | 89 | 80 | 90 | 81 | 67 | 50 | 92
Cc1ccc(S(=O)(=O)/C(C#N)=C/NC(=S)Nc2ccc(S(N)(=O)=O)cc2)cc1 | 107 | 100 | 94 | 108 | 102 | 106 | 104 | 91 | 105
O=C(/C(=C\c1ccccc1)CBr)c1ccccc1 | 72 | 97 | 98 | 101 | 102 | 88 | 67 | . | 100
CC1CN(C2CCCCC2)C(=S)N(c2ccccc2)C1=O (stereo not given) | 103 | 115 | 100 | 107 | 107 | 127 | 101 | 116 | 102
[O-][n+]1onc(-c2ccccc2)c1Nc1ccccc1Br | 92 | 73 | 93 | 95 | 107 | 107 | 103 | 87 | 103
COc1ccc(C(=O)COc2ccc3c(c2)O/C(=C\c2ccccc2)C3=O)cc1 | 110 | 90 | 109 | 115 | 111 | 112 | 104 | 98 | 104
CC(=O)O[C@@H]1C[C@H](C)CC[C@H]1C(C)C | 105 | 100 | 96 | 118 | 112 | 110 | 106 | 104 | 108
O=C(Cc1ccc(Cl)cc1)c1ccccc1 | 104 | 111 | 108 | 109 | 116 | 118 | 96 | 94 | 111
Nc1nc(C(=O)N/N=C/c2ccc(O)cc2)nn1-c1ccc(S(N)(=O)=O)cc1 | 104 | 104 | 105 | 99 | 108 | 101 | 101 | 79 | 108
CCNc1nc(-c2ccc(Cl)c(OC)c2)c(-c2ccnc(NCCCNS(=O)(=O)c3ccc(Cl)cc3)n2)s1 | 62 | 72 | 84 | 101 | 64 | 12 | 42 | 29 | 78
COc1ccc(S(=O)(=O)Nc2ccc(OCc3nnc(-c4ccc(Cl)cc4)o3)c(F)c2)cc1 | 66 | 60 | 43 | 80 | 59 | 89 | 55 | 43 | 46
CCOC(=O)c1c(C)oc2ncnc(N3CCN(C(=O)COc4ccccc4)CC3)c12 | 94 | 89 | 93 | 95 | 104 | 102 | 98 | 95 | 95
Cc1ccc2c(n1)C(=O)C(Br)=C(c1ccc([N+](=O)[O-])cc1)C2=O | 87 | 81 | 78 | 95 | 97 | 53 | 93 | 19 | 91

The listing continues:
SMILES | HCT-15 | NCI-H226 | NCI-H23 | NCI-H322M | NCI-H460 | COLO 205 | HCT-116 | NCI-H522 | NCI/ADR-RES
C=C(C)[C@@H]1C[C@H](O)Cc2cc(Cl)cc(Cl)c2N1 | . | 100 | 103 | 100 | 110 | 107 | 100 | 93 | 102
CCCn1nc(C(=O)N2CCCCC2)c2c1CCC(NCCc1ccncc1)C2 (stereo not given) | 100 | 108 | 94 | 106 | 116 | 102 | 87 | 92 | 103
O=C1NC(=O)[C@@H]2CC=CC[C@H]12 | 99 | 100 | 103 | 94 | 108 | 109 | 105 | 97 | 101
CCOC(=O)n1cc(-c2nonc2-c2cn(C(=O)OCC)c3ccc(OC)cc23)c2cc(Br)ccc21 | 81 | 83 | 73 | 65 | 90 | 99 | 83 | 75 | 88
Cc1ccc(COc2ccc(NC(=O)Nc3ccc(Cl)c(C(F)(F)F)c3)cc2)cc1 | 52 | 76 | . | 77 | 59 | 77 | 70 | 45 | 85
Cc1cc(C)c(C)c(C(=O)O)c1C | 104 | 92 | 101 | 97 | 106 | 98 | 98 | 88 | 96
N#Cc1c(-c2ccc(C(F)(F)F)cc2)cc(N2CC(O)C2)n2c1nc1ccccc12 | 86 | 17 | 68 | 61 | 28 | . | 55 | 35 | 38
COc1cc(-c2ncc(-c3ccccc3)[nH]2)ccc1O | 99 | 93 | 135 | 121 | 113 | 134 | 103 | 97 | 156
COc1cc(CNC(=O)c2ccccc2)ccc1OCC(=O)NO | 102 | 97 | 98 | 105 | 105 | 105 | 103 | 98 | 99
NS(=O)(=O)c1ccc(NC(=O)Nc2nnc(-c3ccc(F)cc3)s2)cc1 | 103 | 112 | 93 | 106 | 104 | 133 | 101 | 82 | 101
CCCCCCCN(CCCCCCC)CC(O)c1ccc2ccc3ccc(Cl)cc3c2c1 (stereo not given) | 88 | 104 | 88 | 98 | 101 | 89 | 85 | 78 | 99
N/C(=N\C(N)=N\c1nc2ccccc2s1)c1ccc(I)cc1 | 97 | 102 | 80 | 93 | 82 | 118 | 98 | 96 | 93
Cc1nc2ccc(Cl)cc2n1C | 113 | . | 107 | 108 | 109 | . | 109 | 90 | 112
CCN(CC)CC(Cc1ccccc1)OC(=O)c1ccccc1 (stereo not given) | 111 | 116 | 95 | 104 | 106 | 120 | 112 | 98 | 97
O=C(O)c1ccc(-c2nn(-c3ccc(C(=O)O)cc3)cc2/C=N/NC(=O)c2ccncc2)cc1 | 99 | 138 | 93 | 93 | 103 | 105 | 91 | 95 | 95
C=CC(COC(c1ccccc1)(c1ccccc1)c1ccccc1)N(CC)CC (stereo not given) | 17 | 56 | 65 | 87 | 58 | 0.4* | 36 | 55 | 62
COc1cc(-c2nc3ccc(F)cc3s2)ccc1NC(=O)/C=C/c1cc(OC)c(OC)c(OC)c1 | 111 | 76 | 83 | 105 | 73 | 100 | 86 | 68 | 103
NCC(=O)NC(CO)C(=O)O (stereo not given) | 96 | 104 | 105 | 97 | 102 | 119 | 91 | 95 | 103
Cn1cnc2nc[nH]c2c1=O | 106 | . | 106 | . | 108 | 110 | 111 | 98 | 107
O=S(=O)(c1ccc(N/N=C\c2ccc(Cl)c(Cl)c2)cc1)c1ccc(N/N=C/c2ccc(Cl)c(Cl)c2)cc1 | 103 | 101 | 92 | 99 | 109 | 107 | 102 | . | 98

By substructure, the compounds so far with a COOH group
SMILES | HCT-15 | NCI-H226 | NCI-H23 | NCI-H322M | NCI-H460 | COLO 205 | HCT-116 | NCI-H522 | NCI/ADR-RES
CC1(C)[C@H](C(=O)O)CC[C@]1(C)C(=O)O | 97 | 100 | 102 | 92 | 99 | 114 | 83 | 96 | 94
NCCCC(C(=O)O)(c1ccccc1)c1ccccc1 | 98 | 93 | 100 | 98 | 104 | 96 | 95 | 78 | 106
O=C(O)c1cocc1C(=O)O | 106 | 107 | 100 | 106 | 111 | 107 | 117 | 81 | 103
CC1(C)CC[C@]2(C(=O)O)CC[C@]3(C)C(=CCC4[C@@]5(C)C[C@@H](O)[C@@H]6OC(c7ccc([N+](=O)[O-])cc7)OC[C@@]6(C)C5CC[C@]43C)C2C1 (stereo not given in full) | 80 | 93 | 98 | 90 | 97 | 99 | 81 | 98 | 95
Cc1cc(C)c(C)c(C(=O)O)c1C | 104 | 92 | 101 | 97 | 106 | 98 | 98 | 88 | 96
O=C(O)c1ccc(-c2nn(-c3ccc(C(=O)O)cc3)cc2/C=N/NC(=O)c2ccncc2)cc1 | 99 | 138 | 93 | 93 | 103 | 105 | 91 | 95 | 95
NCC(=O)NC(CO)C(=O)O (stereo not given) | 96 | 104 | 105 | 97 | 102 | 119 | 91 | 95 | 103

Compound activity: PubChem, NCI

The order is random (roughly 13% active in at least one column).
